Source: PubChem (National Center for Advancing Translational Sciences (NCATS))
D1 antag: blocks dopamine activation of the human D1 receptor | HEK293 TREx D1 cells, calcium flux, dopamine EC80; stronger effect = lower value | activity change, negative = inhibition, % at 10 µM | hit rate 3.2% among 360,000; in the data active = activity change below about -30%; also: % is scaled to controls: 0 for no effect and ±100 for the full control effect
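Kinetic fluorescence of a calcium dye serves as the read-out. D1-expressing Hek293 Trex cells, induced overnight at 30 C, are exposed to compound for 180 s before an EC80 dopamine addition, then read 180 s further.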
D1 PAM: human D1 dopamine receptor positive modulation | P21728 | HEK293 TREx D1 cells, calcium flux, dopamine EC20 potentiation | potentiation, % at 10 µM | hit rate 0.036% among 360,000 | AID 504651; in the data active = potentiation above about 30%; also: 0% is about no effect
TRHR PAM: TRH receptor (human) allosteric enhancement | enhancement, % at 2 µM | hit rate 0.66% among 360,000 | AID 493056 | TRHR cells, fluo-8 calcium fluorescence, EC20 TRH enhancement; in the data active = enhancement above about 30%; also: 0% is about no effect
Target sequence (P34981 whole entry, looked up): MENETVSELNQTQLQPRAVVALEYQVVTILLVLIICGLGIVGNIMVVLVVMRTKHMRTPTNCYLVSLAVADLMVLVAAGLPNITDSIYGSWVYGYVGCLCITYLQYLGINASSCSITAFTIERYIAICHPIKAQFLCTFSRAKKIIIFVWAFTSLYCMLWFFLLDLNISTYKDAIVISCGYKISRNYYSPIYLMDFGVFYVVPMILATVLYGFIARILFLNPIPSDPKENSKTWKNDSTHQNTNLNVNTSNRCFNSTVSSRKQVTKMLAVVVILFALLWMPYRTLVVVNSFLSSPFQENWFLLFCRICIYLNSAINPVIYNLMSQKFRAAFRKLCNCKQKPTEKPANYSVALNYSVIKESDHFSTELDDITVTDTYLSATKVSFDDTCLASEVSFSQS
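TRHR-expressing cells loaded with fluo-8 calcium dye were read kinetically (ex 480/em 530) during compound addition, then stimulated with an EC20 of TRH (10 nM final). Enhancement of the Gq-mediated intracellular calcium response was scored.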
RXFP1 antagonist: RXFP1 (human) relaxin receptor antagonism. activity change, negative = inhibition, % at 57.5 µM. HEK293-RXFP1, relaxin-stimulated cAMP HTRF, 30 min; stronger effect = lower value. Q9HBX9. hit rate 0.59% among 350,000;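 active = activity change of -60% or lower, but not beyond a set lower limit; inconclusive = change between -60% and -40%, or beyond the set limit; inactive = change above -40%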; also: % is scaled to controls: 0 for no effect and ±100 for the full control effect
TRHR agonist: activates the human TRH receptor. P34981. TRHR cells, calcium flux fluo-8, FDSS agonist mode. activation, % at 2 µM. hit rate 0.18% among 360,000. AID 493084; also: 0% is about no effect
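Fluo-8-loaded TRHR cells; 10 s baseline, compound added, kinetic Ca2+ fluorescence read 1/s, agonist mode.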
D2 antag: antagonists of human D2 dopamine receptor; AID 485344; HEK293 TREx D2 cells, calcium flux, dopamine EC80; hit rate 2% among 340,000; P14416; inhibition, % at 10 µM; in the data active = inhibition above about 30%; also: 0% is about no effect
Target sequence (P14416 whole entry, looked up): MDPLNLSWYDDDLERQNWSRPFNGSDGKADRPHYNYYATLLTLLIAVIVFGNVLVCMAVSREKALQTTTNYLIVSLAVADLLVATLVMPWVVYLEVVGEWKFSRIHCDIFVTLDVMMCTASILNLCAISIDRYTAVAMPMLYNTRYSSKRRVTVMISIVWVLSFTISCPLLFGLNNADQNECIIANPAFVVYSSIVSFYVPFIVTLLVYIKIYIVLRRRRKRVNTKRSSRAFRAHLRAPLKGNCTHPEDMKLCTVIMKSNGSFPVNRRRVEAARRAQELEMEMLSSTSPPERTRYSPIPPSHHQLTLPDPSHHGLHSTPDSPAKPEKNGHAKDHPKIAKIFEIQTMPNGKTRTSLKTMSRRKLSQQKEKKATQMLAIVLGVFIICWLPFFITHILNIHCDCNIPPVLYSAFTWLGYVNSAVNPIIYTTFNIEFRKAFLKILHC
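Compounds are added to dye-loaded, induced HEK293 T-REx cells coupled to calcium release via D2; after a 3 min kinetic read an EC80 dopamine stimulus is given and fluorescence is recorded for 3 more min.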
D1 ag: agonists of human D1 dopamine receptor | P21728 | HEK293 T-REx D1 cells, calcium flux, agonist mode | activation, % at 2 µM | hit rate 1% among 360,000 | AID 504660; also: 0% is about no effect
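Tetracycline-induced HEK293 TREx D1 cells, force-coupled to calcium signalling, were dye-loaded with a no-wash calcium kit. Compound was pin-added after a 10 s baseline. Fluorescence was read kinetically at 1 cycle/s for 180 s, with calcium rises flagged as agonism.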
D2 PAM: D2 dopamine receptor (human) potentiation; P14416; HEK293 T-REx D2, calcium flux, EC20 dopamine potentiation; potentiation, % at 10 µM; hit rate 0.34% among 340,000; AID 485347;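 active = potentiation over 3 SD above the plate norm, cut at about 30% in these data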; also: 0% is about no effect
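Tetracycline-induced Hek293 Trex D2 cells, force-coupled to calcium, loaded with no-wash calcium dye. Compound added with 180 s kinetic read for agonism, then EC20 dopamine and a further 180 s read for potentiation.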
D2 ag: D2 dopamine receptor (human) agonism. P14416. HEK293 T-REx D2 cells, calcium flux agonist mode. activation, % at 2 µM. hit rate 0.53% among 340,000. AID 485358;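 active = activation over 3 SD above normal in the single-dose calcium agonist read, cut at about 30% in these data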; also: 0% is about no effect
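HEK293 Trex D2 cells, tetracycline-induced, o/n 30 C 5% CO2; no-wash Ca dye, RT 30–90 min; 10-cycle baseline, 23 nl cpd added, kinetic Ca read 180 s; agonist hits = positive Ca response.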
Starred values were filed as active, the others as inactive; ? = inconclusive; . = no result given. Rule as the data show it, unless noted: active = activation above about 30%; inactive = the rest.

SMILES	D1 antag	D1 PAM	TRHR PAM	RXFP1 antagonist	TRHR agonist	D2 antag	D1 ag	D2 PAM	D2 ag
O=C(c1ccc(Oc2ccc(Cl)cc2)c([N+](=O)[O-])c1)N1CCCC1	-39*	-12	-18	3	-0.4	14	5	-3	4.5
CCN(C(=O)c1cc2c(=O)[nH]c3ccc(C)cc3c2s1)c1ccccc1C	-5	3	2	-7	-0.2	0	1	-2	0.1
COc1ccccc1-n1ncc2c(=O)[nH]c(SCC(=O)Nc3ccc(Cl)cc3)nc21	12	-3	-3	0	0.0	.	1	0	0.3
O=C(O)CCc1ccc(-c2cccs2)n1NC(=O)c1ccc(O)cc1	1	-6	-3	-3	0.0	-17	-1	5	0.2
Nn1cnc2scc(-c3ccc(Cl)cc3)c2c1=O	6	2	-3	-3	-0.4	-1	3	13	0.7
O=C(NC1CCCCC1)C(c1ccc2ncccc2c1)N(Cc1ccccc1)C(=O)c1cccs1 (configuration not stated)	17	4	59*	-14	0.7	20	1	10	0.4
CC1CCCCN1CC(=O)Nc1ccc(N2CCCCCC2)cc1 (configuration not stated)	8	3	5	-24	-0.6	7	3	-2	0.6
CN1C2CCC1/C(=C/c1cccn1C)C(=O)/C2=C\c1cccn1C	-6	-4	21	5	-0.9	-5	187*	11	0.5
COc1ccccc1-c1nc2cc3ccccc3cc2nc1-c1ccccc1	5	4	3	-4	0.1	.	2	.	.
Cc1ccc(CNc2nc(N)c([N+](=O)[O-])c(NCc3ccccc3)n2)cc1	1	-5	5	7	1.4	8	5	5	1.1
NS(=O)(=O)c1ccc(CCNC(=O)C(=O)NCC2OCCN2S(=O)(=O)c2ccc(Cl)cc2)cc1 (configuration not stated)	2	2	1	1	0.8	25	1	16	-0.8
O=C(Nc1ccccc1N1CCCC1)c1cccnc1	11	-6	2	8	-0.3	.	-2	.	.

Whole records from above:
CC1CCCCN1CC(=O)Nc1ccc(N2CCCCCC2)cc1 (configuration not stated) in the list: D1 antag: 8; D1 PAM: 3; TRHR PAM: 5; RXFP1 antagonist: -24; TRHR agonist: -0.6; D2 antag: 7; D1 ag: 3; D2 PAM: -2; D2 ag: 0.6
O=C(O)CCc1ccc(-c2cccs2)n1NC(=O)c1ccc(O)cc1 in the list: D1 antag: 1; D1 PAM: -6; TRHR PAM: -3; RXFP1 antagonist: -3; TRHR agonist: 0.0; D2 antag: -17; D1 ag: -1; D2 PAM: 5; D2 ag: 0.2

More results follow.
SMILES	D1 antag	D1 PAM	TRHR PAM	RXFP1 antagonist	TRHR agonist	D2 antag	D1 ag	D2 PAM	D2 ag
CC(C)(C)[C@@H]1C=C(C(=O)NCc2ccccc2)O[C@H](OCc2ccc(CO)cc2)C1	-17	-1	-2	.	-0.5	8	-2	15	-0.3
Cc1ccc(NC(=O)c2cccc(NC3=NC4CS(=O)(=O)CC4S3)c2)cc1C (configuration not stated)	-6	-6	0	6	0.3	4	2	11	-0.2
O=C(O)CCCC(=O)Nc1nc(-c2ccccc2)cs1	3	7	7	1	-0.3	-4	1	-9	-1.0
CN(C)S(=O)(=O)c1cccc(NC(=O)COc2ccccc2C(=O)NCc2ccccc2)c1	1	-2	-10	-5	0.8	8	6	-15	-0.6
O=C(Cn1cc(C(F)(F)F)ccc1=O)N1CCc2ccccc2C1	-1	5	7	-2	0.3	-1	4	3	0.4
O=C(C(=O)N1CCOCC1)c1c[nH]c2ccccc12	-3	-1	1	8	0.4	-2	0	-7	0.8
O=S(=O)(c1ccc(S(=O)(=O)N2CCOCC2)cc1)N1CCCC1	-20	-1	-7	2	0.2	.	1	.	.
NC(=O)Cc1ccc(C(=O)c2ccccc2F)s1	-4	-3	-2	12	0.4	30	2	-24	0.5
CCO[C@H]1OC(C(=O)NC2CC2)=C[C@@H](c2csc3ccccc23)[C@@H]1CCCO	-12	-4	3	.	-0.3	-8	4	15	-0.1
CCCc1nn2c(=O)cc(COC(=O)c3ccccc3NC(=O)c3ccc(Cl)cc3)nc2s1	9	1	1	1	-0.8	.	0	4	0.8
CS(=O)(=O)N(CC(=O)N1CCN(c2ccccc2F)CC1)c1cc(C(F)(F)F)ccc1Cl	-7	-6	-2	12	-0.3	12	4	-3	12
COc1ccc(CN2CC(C(=O)N3CCOCC3)CC2=O)cc1 (configuration not stated)	7	-6	-2	-10	0.3	-12	-1	-4	1.7
CC1=NN(CCC#N)C(=O)/C1=C/c1ccc(N(C)C)cc1	6	-3	1	-19	-1.4	9	0	-2	-1.3
CC1CCCN(c2nc3c(c(=O)n(C)c(=O)n3C)n2CCSc2nc3ccccc3s2)C1 (configuration not stated)	10	3	10	-16	-0.5	0	7	-4	-1.1
COc1ccccc1N1CCN(C2CCCN(C(=O)C3=NN(C)C(=O)CC3)C2)CC1 (configuration not stated)	14	-1	0	20	-0.8	-1	3	3	0.2
Cc1cc(NC(=O)c2cc(-c3ccc(Cl)cc3)on2)n(-c2ccccc2)n1	6	2	-11	.	0.2	.	2	-8	0.5
CCCC(=O)N(CCN(C(=O)CCC)c1ccccc1)c1ccccc1	3	-2	-5	-15	0.2	-9	2	31*	0.9
Cc1ccc(C(=O)NCC(c2ccco2)N2CCc3ccccc32)cc1 (configuration not stated)	1	-5	-5	-24	-0.2	22	0	-8	-0.8
COC(=O)Nc1cc(C(=O)c2ccc(Cl)cc2Cl)c[nH]1	-24	-2	-8	-8	1.3	-6	6	0	-0.2
COc1cc(/C=N/NC(=O)C(=O)NCC2CCCO2)ccc1O (configuration not stated)	-7	-1	1	17	-0.3	-5	-1	5	2.3
COCC(=O)Nc1nnc(COc2ccccc2)s1	-13	-10	-5	7	-0.1	-3	2	3	0.1
CCOC(=O)[C@H]1[C@H]2COc3ccccc3[C@@H]2N2C(=O)c3cc(OC)c(OC)cc3NC(=O)[C@@]12C	-6	-6	4	.	21	-24	2	10	0.3
Cc1ccc(NC(=O)NCc2ccc3c(c2)OCO3)c(C)c1	12	-3	1	-8	-0.7	4	-4	-6	-1.0
O=c1[nH]n(-c2ccccn2)c(=O)c2ccccc12	-5	-4	1	5	1.1	1	2	0	0.4
CN1CCN(CC(=O)NC(=O)NC2CCCCC2)CC1	0	-3	-4	1	0.4	21	3	11	1.1
COc1cc(NC(=O)COC(=O)Cc2ccc(-c3ccccc3)cc2)cc(OC)c1	-14	4	5	4	0.3	-6	6	0	0.9
COc1ccc(S(=O)(=O)Nc2cc(C(=O)NCCC(C)C)ccc2N2CCOCC2)cc1	-18	0	-20	-29	-0.1	4	2	-16	-0.9
CC12CCC(=O)N1C(C(=O)NNC(=O)c1ccc(Br)cc1)CS2 (configuration not stated)	0	-5	-6	2	0.2	2	1	-5	-0.2
CN(C)S(=O)(=O)c1cc(NC(=O)COC(=O)CCSc2ccc(Cl)cc2)ccc1Cl	-43*	-1	13	-13	2.5	-3	28	1	0.0
CCN1CCN(c2ccc(S(=O)(=O)N3CCCCC3)cc2NC(=O)c2cccc(C)c2)CC1	-6	-5	-9	-7	0.0	4	0	-4	-0.4
CCN(CC)S(=O)(=O)c1cc(NC(=O)C2CCN(c3ncnc4sc(C)c(C)c34)CC2)ccc1Cl	-4	-2	5	-18	1.2	36*	8	-16	-0.6
COCCCNC(=O)CCCN1C(=O)CCn2nc(-c3cn(C)c4ccccc34)cc21	-6	-2	-12	-5	-0.5	.	1	-1	-0.4
Cc1cc(C(=O)N/N=C2/CC(C)CC(C)(C)C2)c(C)o1 (configuration not stated)	-20	-9	2	-15	-0.1	7	0	-11	2.0
CCS(=O)(=O)NCCc1csc(-c2ccc(OC)c(OC)c2)n1	-11	-4	-8	-1	-0.1	3	1	6	-0.5
COC(=O)c1ccc(NC(=O)CCC(=O)c2ccc(F)cc2)cc1	-8	-6	8	6	0.3	-13	2	-4	0.1
COC(=O)Nc1ccc(S(=O)(=O)N2CCCC(C(=O)N3CCN(C)CC3)C2)cc1 (configuration not stated)	15	6	-1	-1	0.4	.	0	.	.

Another view of part of the listing above:
Molecule | D1 antag | D1 PAM | TRHR PAM | RXFP1 antagonist | TRHR agonist | D2 antag | D1 ag | D2 PAM | D2 ag
Cc1ccc(NC(=O)c2cccc(NC3=NC4CS(=O)(=O)CC4S3)c2)cc1C (configuration not stated) | -6 | -6 | 0 | 6 | 0.3 | 4 | 2 | 11 | -0.2
COC(=O)Nc1cc(C(=O)c2ccc(Cl)cc2Cl)c[nH]1 | -24 | -2 | -8 | -8 | 1.3 | -6 | 6 | 0 | -0.2

Next part.
SMILES	D1 antag	D1 PAM	TRHR PAM	RXFP1 antagonist	TRHR agonist	D2 antag	D1 ag	D2 PAM	D2 ag
Cc1cc(C(F)(F)F)c2c(N)c(C(=O)Nc3c(Cl)cccc3Cl)sc2n1	-9	-5	-1	-5	0.0	.	2	7	0.4
COC(=O)Cn1c(C)c(C#N)c2ccccc21	2	1	1	6	0.6	6	5	-3	0.7
O=C(Nc1ccc(F)cc1)N1CCC(c2nc3c(nnn3Cc3ccccc3Cl)c(=O)[nH]2)CC1	-8	-2	-3	5	0.5	-7	-2	-1	-0.6
O=C(O)c1ccccc1CSc1ccccn1	-3	6	2	?	0.2	-9	1	4	-0.5
Cc1ccccc1NS(=O)(=O)c1cc2c(cc1C)N(C)CCO2	7	-14	0	-3	0.4	-7	0	6	1.2
Cn1ncc2c(NNC(=O)c3ccc(O)cc3)ncnc21	-9	-2	11	1	0.6	9	4	-6	2.1
Nc1nnc(SCC(=O)Nc2ccc(Cl)c(C(=O)O)c2)s1	12	-1	4	-4	0.4	2	2	20	0.2
Cc1ccc(S(=O)(=O)c2nnn3c2nc(N2CCCC(C)C2)c2cc(Cl)ccc23)cc1C (configuration not stated)	-4	0	17	-2	-0.1	.	0	-2	0.4
Cc1c(C(=O)NCc2ccc3c(c2)OCO3)oc2ccc(Br)cc12	.	-4	-5	-13	0.5	-1	4	0	0.4
Cc1c(Cl)cccc1NC(=O)c1cccnc1	6	-4	3	14	0.3	-12	1	4	-0.2
CC(=O)C1=C(c2cccc([N+](=O)[O-])c2)N(C(C)=O)n2c(C)nnc2S1	-23	-8	-1	-6	0.9	-27	-1	-2	-0.6
C/C(=N\Nc1ccc(F)cc1)c1ccncc1	7	8	7	-9	0.1	.	3	.	.
Cc1cc2ncc(S(=O)(=O)C(C)(C)C)c(N)n2n1	5	1	0	9	0.1	-3	-1	11	1.3
O=C(COC(=O)C1CCN(S(=O)(=O)c2ccccc2C(F)(F)F)CC1)NCc1ccc(F)cc1	-12	1	-14	-3	0.7	-2	18	6	3.3
CCOc1ccccc1C1C2C(=O)N(c3ccccc3)C(=O)C2ON1c1ccccc1 (configuration not stated)	2	1	-6	-6	1.0	0	5	-4	0.5
O=C(CN1C(=O)C2C3C=CC(C3)C2C1=O)Nc1ccc(F)cc1 (configuration not stated)	18	8	6	0	-0.4	9	2	-2	2.5
Cc1cc(C)cc(N(C(=O)c2ccc3c(c2)OCO3)C2C=CS(=O)(=O)C2)c1 (configuration not stated)	2	1	5	3	0.1	3	9	27	-0.2
CCc1nnc(NC(=O)CCNC(=O)c2ccco2)s1	-5	3	11	8	-1.0	-13	4	-6	-0.7
O=C(O)c1ccc(S(=O)(=O)c2ccccc2)cc1	-22	-1	0	-11	0.0	-13	-1	-4	1.1
